Compound activity (PubChem)
Lipid droplet: hepatic lipid droplet formation modulation | AML12 mouse hepatocytes, oleate lipid droplets, BODIPY imaging | inhibition, % at 6.5 µM | actives 0.4% (n = 240,000) | AID 1656;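 active = lipid droplet intensity inhibited by at least 50%, with more than 500 cells counted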
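Technique: fluorescence imaging, 20x objective, two fields per well / Assay system: AML12 hepatocytes (mouse) / Measure: % inhibition of lipid droplet signal / Doses: 6.5 µM single-point dosing / Incubation: overnight exposure / Reagent: 100 µM oleic acid challenge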
TNAP activators: human TNAP enzyme activators, primary screen, biochemical, luminescent, no phosphate acceptor, uHTS (AID 1001); purified TNAP, luminescent activation assay, no phosphate acceptor; higher activation fold means a stronger effect; one-dose activation fold at 20 µM; EC50 in µM for titrated hits; actives 0.03% (n = 200,000); in the data active = activation fold from about 3, or a potency from the dose series; inactive = the rest, 99 in 100 with activation fold below about 1.6; note: many of its hits are not listed in these tables
PMI inhibitors: inhibitors of human PMI, primary screen, biochemical, fluorescence intensity, coupled assay (AID 1209). purified PMI enzyme, coupled fluorescence intensity; higher % means a stronger effect. one-dose inhibition, % at 20 µM; IC50 in µM for titrated hits. actives 0.42% (n = 190,000);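 note: plate controls were DMSO vehicle for no effect and wells lacking substrate for full effect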
Insulin prom up: MIN6 insulin promoter up-regulation. MIN6 insulin promoter-GFP reporter, high-content imaging; hits give high values. z-score at 5 µM. actives 0.3% (n = 190,000). AID 1625;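 active = z-score above 3 at 5 µM with at least 500 cells counted in the well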
PMI inhibition: human PMI inhibitors, high substrate, primary screen, biochemical, fluorescence intensity, high mannose 6-phosphate (AID 1220). actives 0.66% (n = 190,000). inhibition, % at 20 µM; hits with a dose series show IC50 in µM. recombinant PMI enzyme, coupled fluorescence intensity; higher % means a stronger effect
bCat nuc transl: alters nuclear translocation of beta-catenin in HeLa cells; immunofluorescence imaging; nuclear translocation activity, % at 5 µM; actives 0.3% (n = 190,000);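 active = nuclear translocation activity above 50% at 5 µM, with a well cell count of 50 or more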;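 note: per-cell ratio of nuclear to cytoplasmic median beta-catenin stain intensity; plate controls were DMSO negative control for no effect and GSK-3 inhibitor IX positive control for full effect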
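test system = HeLa cells, endogenous beta-catenin | dosing = single 5 µM dose plus 0.02–20 µM confirmation series | times = compound treatment 24 h, 37°C, 5% CO2 | technique = beta-catenin immunofluorescence imaging with DAPI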
Autophagy HCS: alters autophagy in cells. AID 463193. actives 0.98% (n = 190,000). calls only at 10 µM (by protocol). MEF GFP-LC3 puncta imaging; test concentration mostly 10 µM;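 active = percentage of spot-positive cells more than 3 SD above its plate mean, without a fluorescence outlier flag or 80% toxicity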;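 note: spot-positive cell cutoff set from DMSO-treated cells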
T cell modulator: T cell immune modulation candidate; AID 2052; calls only at 7 µM; 2C CD8+ T cell-vesicle binding, flow cytometry; hits give low values; actives 0.068% (n = 330,000);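 active = response, share of CD8 T cells binding vesicles, and their 90th percentile fluorescence all below set limits, cut at about 80% in these data, passing the limit was not always enough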
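Assay system – 2C mouse CD8+ T cells · Also added – QL9-loaded Drosophila micro-vesicles · Timing – Cell–vesicle co-incubation 1.5 h at 37 °C, staining 20 min on ice · Signal – flow cytometry of vesicle-bound cells · Measure – percent CD8+ FL2 mean versus row control · Controls – Peptide-free naked vesicles (low) and QL9 vesicles with 0.7% DMSO vehicle (high)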
MT stabilize HCS: stabilizes microtubules in HeLa cells; % tubulin-high responders, % at 10 µM; HeLa tubulin immunostaining HCS, 24 h; share of cells brighter than vehicle mean+2SD; actives 0.83% (n = 200,000);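 active = plate Z-score above 3 for both tubulin-high and condensed-nucleus cell shares, with cell loss under 80%, at 10 µM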;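 note: anti alpha tubulin signal scored within the nucleus-defined area of each cell; some results filed as inactive read as strong as hits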
Insulin prom up cell count: second read-out of Insulin prom up, no call of its own (marks repeat the call); cell count; measured here: cytotoxicity, nuclei count;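 total cells summed across four imaged fields per well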
Lipid droplet cells 6.5 µM: second read-out of Lipid droplet, no call of its own (marks repeat the call); cell count; measured here: cell count, cytotoxicity flag;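 cells counted across two imaged fields per well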
bCat nuc transl cell count 5 µM: second read-out of bCat nuc transl, no call of its own (marks repeat the call); cell count; measured here: cell count, cytotoxicity flag
T cell modulator vesicle-bound %: further read-out of T cell modulator, marked with its call; double positive events, %; measured here: CD8+ vesicle-bound cell fraction;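 binding gate set so that unloaded-vesicle control wells show 10% double positive cells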
MT stabilize HCS Hoechst-high %: recorded beside MT stabilize HCS, whose call it bears; % Hoechst-high responders; measured here: nuclear condensation Hoechst responders;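 share of cells brighter than vehicle mean plus two SD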
MT stabilize HCS cytotoxicity %: further read-out of MT stabilize HCS, marked with its call; toxicity, %; measured here: cytotoxicity by cell density;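 0% = mean cell density of plate MIN control wells and 100% = no cells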
Autophagy HCS cell loss 18 h: also measured in Autophagy HCS; calls as there; toxicity, %; measured here: cell loss, nuclei count;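 cell loss after 18 h compound exposure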
* marks the source's active call; other numbers are inactive results. Cut-off read from the data, not from the text of the source, unless noted: active = inhibition above about 50%; inactive = the rest.

Results for NC(=O)c1ccc(N2CCCCCC2)c([N+](=O)[O-])c1 ?
Lipid droplet: 14; TNAP activators: 1; PMI inhibitors: -10%; Insulin prom up: 0.05; PMI inhibition: -10%; bCat nuc transl: 0.3; Autophagy HCS: inactive; T cell modulator: inactive; MT stabilize HCS: 1.7; Insulin prom up cell count: 1204; Lipid droplet cells 6.5 µM: 709; bCat nuc transl cell count 5 µM: 1119; T cell modulator vesicle-bound %: 57; MT stabilize HCS Hoechst-high %: 1.2; MT stabilize HCS cytotoxicity %: 3.7; Autophagy HCS cell loss 18 h: -31

Results for Cc1c2c(n3c(nc4ccccc43)c1C#N)N(CCCN(C)C)CC2 ?
Lipid droplet: 33; TNAP activators: 1.2; PMI inhibitors: 15%; Insulin prom up: -0.15; PMI inhibition: 34%; bCat nuc transl: -1.9; Autophagy HCS: inactive; T cell modulator: inactive; MT stabilize HCS: 1.4; Insulin prom up cell count: 1404; Lipid droplet cells 6.5 µM: 662; bCat nuc transl cell count 5 µM: 1120; T cell modulator vesicle-bound %: 47; MT stabilize HCS Hoechst-high %: 2.3; MT stabilize HCS cytotoxicity %: 3.4; Autophagy HCS cell loss 18 h: -3

Results for CCOC(=O)C1(CC/C(C)=N\NC(N)=O)CC(C)(C)OC1=O (stereo not given) ?
Lipid droplet: 30; TNAP activators: 1.1; PMI inhibitors: 10%; PMI inhibition: 1%; bCat nuc transl: 0.2; Autophagy HCS: active; T cell modulator: inactive; MT stabilize HCS: 2.1; Lipid droplet cells 6.5 µM: 630; bCat nuc transl cell count 5 µM: 921; T cell modulator vesicle-bound %: 0; MT stabilize HCS Hoechst-high %: 2.2; MT stabilize HCS cytotoxicity %: 0.2; Autophagy HCS cell loss 18 h: -7.6*

What do the screens show for `Cc1ccc(S(=O)(=O)CCC(=O)OCc2ccccc2)cc1`?
TNAP activators: 1; PMI inhibitors: 7%; Insulin prom up: 0.3; PMI inhibition: 2%; bCat nuc transl: -0.1; Autophagy HCS: inactive; T cell modulator: inactive; MT stabilize HCS: 4.0; Insulin prom up cell count: 1523; bCat nuc transl cell count 5 µM: 1497; T cell modulator vesicle-bound %: 50; MT stabilize HCS Hoechst-high %: 1.7; MT stabilize HCS cytotoxicity %: 5.0; Autophagy HCS cell loss 18 h: 16

What do the screens show for `COc1cccc(-c2nnc(NC(C)=O)o2)c1`?
Lipid droplet: 10; Insulin prom up: 1.1; bCat nuc transl: -0.2; T cell modulator: inactive; Insulin prom up cell count: 858; Lipid droplet cells 6.5 µM: 729; bCat nuc transl cell count 5 µM: 1162; T cell modulator vesicle-bound %: 32

How did CC1CC(C)CN(C(=O)/C(=C\c2ccccc2)c2ccccc2)C1 (stereo not given) do in these assays?
Lipid droplet: -46; TNAP activators: 1.1; PMI inhibitors: 8%; Insulin prom up: -0.25; PMI inhibition: 4%; bCat nuc transl: 0.4; Autophagy HCS: inactive; T cell modulator: inactive; MT stabilize HCS: 1.6; Insulin prom up cell count: 1197; Lipid droplet cells 6.5 µM: 487; bCat nuc transl cell count 5 µM: 999; T cell modulator vesicle-bound %: 38; MT stabilize HCS Hoechst-high %: 2.3; MT stabilize HCS cytotoxicity %: 5.3; Autophagy HCS cell loss 18 h: -3

Results for C=CCNC(=O)C1CCN(C(=O)c2ccc(-c3ccccc3)cc2)CC1 ?
Lipid droplet: -12; TNAP activators: 1; PMI inhibitors: -6%; Insulin prom up: -0.35; PMI inhibition: -5%; bCat nuc transl: -2.0; Autophagy HCS: inactive; T cell modulator: inactive; MT stabilize HCS: 2.5; Insulin prom up cell count: 1588; Lipid droplet cells 6.5 µM: 711; bCat nuc transl cell count 5 µM: 1030; T cell modulator vesicle-bound %: 19; MT stabilize HCS Hoechst-high %: 1.3; MT stabilize HCS cytotoxicity %: 9.2; Autophagy HCS cell loss 18 h: 1

How did Cn1c(=O)c2c(nc(N/N=C/c3cccs3)n2C)n(C)c1=O do in these assays?
Lipid droplet: 11; Insulin prom up: 0.91; bCat nuc transl: -4.8; T cell modulator: inactive; Insulin prom up cell count: 1322; Lipid droplet cells 6.5 µM: 752; bCat nuc transl cell count 5 µM: 1239; T cell modulator vesicle-bound %: 18

Results for COc1cccc(O[C@@H]2O[C@@H]3COC(C)(C)O[C@H]3[C@H](O)[C@H]2NC(C)=O)c1 ?
Lipid droplet: 2; TNAP activators: 1; PMI inhibitors: 4%; PMI inhibition: 2%; bCat nuc transl: 1.4; Autophagy HCS: inactive; T cell modulator: inactive; MT stabilize HCS: 2.9; Lipid droplet cells 6.5 µM: 774; bCat nuc transl cell count 5 µM: 1053; T cell modulator vesicle-bound %: 11; MT stabilize HCS Hoechst-high %: 1.4; MT stabilize HCS cytotoxicity %: 7.5; Autophagy HCS cell loss 18 h: -1

What do the screens show for `COc1ccc(N2CC(C(=O)OCC(=O)c3ccc(C)cc3)CC2=O)cc1` (stereo not given)?
Lipid droplet: -21; TNAP activators: 1.1; PMI inhibitors: 3%; Insulin prom up: -0.73; PMI inhibition: 11%; bCat nuc transl: -0.3; Autophagy HCS: inactive; T cell modulator: inactive; MT stabilize HCS: 1.2; Insulin prom up cell count: 1428; Lipid droplet cells 6.5 µM: 714; bCat nuc transl cell count 5 µM: 999; T cell modulator vesicle-bound %: 43; MT stabilize HCS Hoechst-high %: 1.9; MT stabilize HCS cytotoxicity %: 1.8; Autophagy HCS cell loss 18 h: 8

What do the screens show for `COc1ccc(CN=C2NC(=O)CC(C(=O)Nc3ccccc3C)S2)cc1` (stereo not given)?
Lipid droplet: 6; TNAP activators: 1.1; PMI inhibitors: 10%; Insulin prom up: -0.45; PMI inhibition: 0%; bCat nuc transl: 1.2; Autophagy HCS: inactive; T cell modulator: inactive; MT stabilize HCS: 2.7; Insulin prom up cell count: 1497; Lipid droplet cells 6.5 µM: 586; bCat nuc transl cell count 5 µM: 1079; T cell modulator vesicle-bound %: 59; MT stabilize HCS Hoechst-high %: 3.5; MT stabilize HCS cytotoxicity %: 10.0; Autophagy HCS cell loss 18 h: 8

What do the screens show for `CC(C)(C)OC(=O)N1CCC[C@H]1C(=O)NCc1ccc(Cl)cc1Cl`?
Lipid droplet: -10; TNAP activators: 1.1; PMI inhibitors: 0%; Insulin prom up: -0.15; PMI inhibition: 1%; bCat nuc transl: 1.2; Autophagy HCS: inactive; T cell modulator: inactive; MT stabilize HCS: 3.9; Insulin prom up cell count: 1159; Lipid droplet cells 6.5 µM: 705; bCat nuc transl cell count 5 µM: 1108; T cell modulator vesicle-bound %: 16; MT stabilize HCS Hoechst-high %: 2.4; MT stabilize HCS cytotoxicity %: 7.4; Autophagy HCS cell loss 18 h: 1

What do the screens show for `O=C(C=C1SCCS1)/C=C/c1ccco1`?
TNAP activators: 1; PMI inhibitors: -4%; PMI inhibition: 19%; Autophagy HCS: inactive; T cell modulator: inactive; MT stabilize HCS: 2.4; T cell modulator vesicle-bound %: 19; MT stabilize HCS Hoechst-high %: 2.7; MT stabilize HCS cytotoxicity %: 7.6; Autophagy HCS cell loss 18 h: 8

Results for CCOC(=O)C1(CCc2ccccc2)CCN(C(=O)C(C)n2cncn2)CC1 (stereo not given) ?
Lipid droplet: 0; TNAP activators: 1; PMI inhibitors: -2%; PMI inhibition: -9%; bCat nuc transl: -0.8; Autophagy HCS: inactive; T cell modulator: inactive; MT stabilize HCS: 0.6; Lipid droplet cells 6.5 µM: 669; bCat nuc transl cell count 5 µM: 926; T cell modulator vesicle-bound %: 38; MT stabilize HCS Hoechst-high %: 0.5; MT stabilize HCS cytotoxicity %: 2.5; Autophagy HCS cell loss 18 h: 4

Results for COc1cccc(CNC(=O)CCNS(=O)(=O)c2cccc3nsnc23)c1 ?
Lipid droplet: 1; TNAP activators: 1; PMI inhibitors: 2%; Insulin prom up: 0.12; PMI inhibition: 4%; bCat nuc transl: -0.2; Autophagy HCS: inactive; T cell modulator: inactive; MT stabilize HCS: 1.9; Insulin prom up cell count: 1361; Lipid droplet cells 6.5 µM: 667; bCat nuc transl cell count 5 µM: 1152; T cell modulator vesicle-bound %: 63; MT stabilize HCS Hoechst-high %: 1.9; MT stabilize HCS cytotoxicity %: 5.5; Autophagy HCS cell loss 18 h: -6

How did O=S(=O)(Nc1ccccc1N1CCCCC1)c1ccc(F)cc1F do in these assays?
Lipid droplet: -39; TNAP activators: 1.1; PMI inhibitors: -19%; Insulin prom up: -0.39; PMI inhibition: -8%; bCat nuc transl: -2.7; Autophagy HCS: inactive; T cell modulator: inactive; MT stabilize HCS: 3.6; Insulin prom up cell count: 1301; Lipid droplet cells 6.5 µM: 669; bCat nuc transl cell count 5 µM: 1152; T cell modulator vesicle-bound %: 59; MT stabilize HCS Hoechst-high %: 2.5; MT stabilize HCS cytotoxicity %: 2.1; Autophagy HCS cell loss 18 h: 4

How did CC(C)Cn1c(-c2ccco2)nc2c(c(=O)c3ccccc3n2C)c1=O do in these assays?
Lipid droplet: 10; TNAP activators: 1.1; PMI inhibitors: -1%; Insulin prom up: -0.26; PMI inhibition: 5%; bCat nuc transl: 2.8; Autophagy HCS: inactive; T cell modulator: inactive; MT stabilize HCS: 2.1; Insulin prom up cell count: 1104; Lipid droplet cells 6.5 µM: 637; bCat nuc transl cell count 5 µM: 803; T cell modulator vesicle-bound %: 32; MT stabilize HCS Hoechst-high %: 1.5; MT stabilize HCS cytotoxicity %: 9.4; Autophagy HCS cell loss 18 h: -10
